Assay outcomes: PubChem, National Center for Advancing Translational Sciences (NCATS)
A549 viability: Nrf2 qHTS screen for inhibitors: counterscreen for cytotoxicity; A549 ARE-Fluc cells, CellTiter-Fluor viability, 18-24 h; Potency, µM (top dose mostly 46 µM), for inactives: top-dose activity change, negative = cytotoxicity, actives largely listed as inhibitors; 0.16% of 390,000 active; AID 504648, 2011; further: potency means the concentration at half of the fitted maximal effect; on the % scale 0 is the no-effect control and ±100 the full control effect
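A549 ARE-Fluc cells in 5% FBS OPTI-MEM, 5000 cells/well, rested 2 h then exposed to compounds in concentration-response for 18-24 h at 37 °C. Viability by CellTiter-Fluor fluorescence (Ex 405/Em 525) after 30 min; luciferase luminescence (BugLite, 15 min, RT) read afterwards.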
ATXN2 expr inh: Primary qHTS for Inhibitors of ATXN expression. HEK-293 ATXN2-luciferase reporter, luminescence, 24 h. Potency, µM (top dose mostly 57 µM), for inactives: at the highest dose activity change, negative = inhibition, hits mostly inhibitors. 0.72% of 360,000 active. AID 1745845, 2022; further: potency means the concentration at half of the fitted maximal effect; on the % scale 0 is the no-effect control and ±100 the full control effect; nearly all actives have a fitted effect of over 55% in size
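qHTS (up to 57 uM final) was run with 24 h compound exposure of reporter cells at 37 °C. Each well was multiplexed: SteadyGlo luminescence measured ATXN2-luciferase expression after a fluorogenic Gly-Phe-AFC viability readout (25 uM final).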
HepG2 tox: qHTS for Inhibitors of TGF-b: Cytotox Counterscreen. HepG2 CAGA-GFP viability, ATP luminescence, 18 h. AID 588856, 2011. 0.76% of 410,000 active. Potency, µM (series often up to 46.1 µM), inactives show at the top dose activity change, negative = cytotoxicity, actives largely listed as cytotoxic; further: potency means the concentration at half of the fitted maximal effect; some results filed as inactive show a strong effect at the top dose
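HepG2 CAGA-GFP cells (1000/well, DMEM with 1% FBS) received compound, then TGF-beta at 500 pg/mL final, and were incubated 18 hours at 37 degrees C. Viability was read by CellTiter-Glo luminescence. Media-only wells were set as complete cell-killing and DMSO as no toxicity.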
ATXN viability: Viability Counterscreen for Primary qHTS for Inhibitors of ATXN expression. S2 cells (HEK-293 line with an ATXN2-luciferase reporter) viability, CellTiter-Fluor protease fluorescence, 24 h. Potency, µM (doses to about 56.7 µM), usual class: cytotoxic. 0.49% of 400,000 active; further: potency means the concentration at half of the fitted maximal effect; nearly all actives have a fitted effect of over 40% in size
MCF10A rerep: A quantitative high throughput screen for small molecules that induce DNA re-replication in MCF 10a normal breast cells. MCF 10A DNA re-replication, Hoechst nuclear intensity, 48 h. Potency, µM (series often up to 46.1 µM), inactives show at the highest dose activity, positive = re-replication, usual class: activators. 2.9% of 350,000 active. AID 624296, 2012; further: potency means the concentration at half of the fitted maximal effect; % of control where 0% means no effect; nearly all actives have a fitted effect of over 50% in size
IL1B secr inh: qHTS for Inhibitors of Inflammasome Signaling: IL-1-beta AlphaLISA Primary Screen; activity change, % at 57.5 µM; AID 743279, 2014; 4.7% of 360,000 active; THP-1 LPS/ATP IL-1B secretion, AlphaLISA, 16 h; active compounds read low; in the data active means activity change below about -50%; inconclusive means mostly about -30% to -49%; further: on the % scale 0 is the no-effect control and ±100 the full control effect
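Secreted IL-1B measured by AlphaLISA bead assay after 16 h compound exposure of THP-1 cells; compounds (final up to 57.5 uM) added 1 h before LPS (250 ng/mL) and ATP (1.25 mM) stimulation; lower signal means less secretion.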
Nrf2 activator: qHTS of Nrf2 Activators; AREc32 ARE-luciferase reporter (MCF7-derived line), luminescence, 24 h; Potency, µM (titrated, usually from 46.1 µM), without a hit: top-dose activation, hits mostly activators; 0.31% of 410,000 active; further: potency means the concentration at half of the fitted maximal effect; % of control where 0% means no effect; nearly all actives have a fitted effect of over 65% in size
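Reporter line AREc32 (ARE-Fluc), seeded overnight in OPTI-MEM with 5% FBS; compound pin-transferred, 24 hr at 37 deg C, 5% CO2; luminescent read-out.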
TGFb inhibitor: qHTS for Inhibitors of TGF-b | HepG2 CAGA-GFP TGF-b/SMAD3 reporter, GFP fluorescence, 18 h; TGF-beta stimulated, 500 pg/mL final | Potency, µM (highest dose often 46.1 µM), without a hit: at the highest dose activity, negative = inhibition, most hits filed as inhibitors | 1.2% of 410,000 active; further: potency means the concentration at half of the fitted maximal effect; on the % scale 0 is the no-effect control and ±100 the full control effect; nearly all actives have a fitted effect of over 65% in size
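First, reporter cells (HEPG2 CAGA-GFP) rested 2 h at 37 degrees C. Next, compounds were pinned in and TGF-beta added to 500 pg/mL final. After 18 h, GFP was imaged per cell and summed per well.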
Nrf2 inh: Nrf2 qHTS screen for inhibitors. AID 504444, 2011. A549 ARE-Fluc reporter, luciferase luminescence, 18-24 h. Potency, µM (doses to about 46 µM), for inactives: at the highest dose activity change, negative = inhibition, most hits filed as inhibitors. 2.1% of 360,000 active; further: potency means the concentration at half of the fitted maximal effect; on the % scale 0 is the no-effect control and ±100 the full control effect; nearly all actives have a fitted effect of over 60% in size
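A549 ARE_Fluc cells (5000/well, 5% FBS OPTI-MEM) pre-incubated 2 h, then treated with compounds 18-24 h at 37C/5% CO2 in concentration-response. CellTiter-Fluor viability read first; BugLite luciferase luminescence after 15 min at room temperature gives Nrf2 activity.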
* = called active by the depositor; i = inactive; ? = inconclusive; · = not tested or not shown; & = joins results of further samples; [ ] = another dose, or the depositor's remark. Unless noted, the call rests on the fitted dose curve; in most records, active means well fitted curve in the direction sought with a large enough effect; inconclusive means small, poorly fitted or top-dose-only effect, or another doubt; inactive means no such curve, though single readings can be large; an effect the other way counts as inactive or inconclusive.

item	SMILES	A549 viability	ATXN2 expr inh	HepG2 tox	ATXN viability	MCF10A rerep
1	COc1ccc(/C=C(/C#N)C(=O)NC2CCCCC2)cc1Br	-8%	19%	-22%	i	10%
2	CCN(C(=O)c1ccc(C)c(Br)c1)c1ccccc1	-13%	0%	-19%	i	?
3	Cc1nc(-c2ccc(S(=O)(=O)N3CCN(c4cccc(Cl)c4)CC3)cc2)co1	1%	-4%	-2%	i	·
4	O=C(O)c1ccccc1C(=O)NCCCCCCNC(=O)c1ccccc1C(=O)O	-1%	2%	-30%	i	-1%
5	COc1ccc(C(O)c2ncc(-c3ccc(Cl)cc3)[nH]2)cc1 (stereo not given)	·	7%	-27%	i	·
6	Cc1ccc(C(NC(=O)N2CCCC2)C(Cl)(Cl)Cl)cc1F (stereo not given)	0%	·	9%	i	-5%
7	O=C1c2ccccc2NC2(CCCCC2)N1N=C1CCCCC1	-4%	-7%	7%	i	7%
8	CC1CCN(C(=O)Cn2c(=O)oc3ccccc32)CC1	0%	-11%	1%	i	0%
9	O=C(Nc1ccccc1)c1cc(C2COCCN2C(=O)c2ccccn2)on1 (stereo not given)	·	16%	-3%	i	·
10	Cc1ccc(-c2ccc(CCC(=O)O)n2Cc2ccco2)cc1	-14%	4%	-15%	i	27%

item	IL1B secr inh	Nrf2 activator	TGFb inhibitor	Nrf2 inh
1	-14	-0.3%	-8%	-1%
2	-12	0.1%	-2%	-8%
3	·	0.1%	?	·
4	-2	-1.5%	-8%	-3%
5	-3	0.4%	-18%	·
6	?	-0.6%	-4%	?
7	-8	0.3%	3%	-19%
8	15	-0.9%	10%	·
9	-1	-0.8%	-4%	·
10	22	1.1%	3%	-7%

(more compounds)
item	SMILES	A549 viability	ATXN2 expr inh	HepG2 tox	ATXN viability	MCF10A rerep
11	COc1cc(-c2cc3nc(NCc4cccc(Cl)c4)ccn3n2)cc(OC)c1OC	·	13µM*	-56%	?	·
12	CCNC(=O)CSc1nc2cc([N+](=O)[O-])ccc2n1-c1cccc(C(F)(F)F)c1	-8%	3%	-1%	i	2%
13	COc1cccc(CNCCSc2nnnn2C)c1OCc1ccccc1F	-13%	-10%	-28%	i	·
14	O=C(C1CCN(c2nnc(N3CCCC3=O)s2)CC1)N1CCN(c2cccc(C(F)(F)F)c2)CC1	1%	-4%	-19%	i	11%
15	N#C/C(=C\c1cccn1-c1ccccc1)C(=O)NC1CCCCC1	2%	15%	5%	?	0%
16	O=C(c1noc2c1CCCC2)N1CCc2c([nH]c3ccccc23)C1c1ccccn1 (stereo not given)	-11%	·	0%	i	3%
17	CCN(CC)C1CCN(C(=O)c2cc(COc3ccccc3SC)on2)C1 (stereo not given)	0%	5%	-6%	i	?
18	CC(=O)Nc1nc2c(s1)C(=O)NCC(C)(C)C2	5%	-15%	-7%	i	-2%
19	Cc1cnc(C(=O)OC(C)C(=O)Nc2ccc3c(c2)OCCO3)cn1 (stereo not given)	0%	6%	4%	i	?
20	CCCCOc1ccc(N(CC(=O)NC(C)(C)C)C(=O)CCC(=O)Nc2nccs2)cc1	-3%	·	-8%	?	18%

item	IL1B secr inh	Nrf2 activator	TGFb inhibitor	Nrf2 inh
11	18	0.8%[9.22 µM]	?	·
12	3	0.5%	25%	2%
13	·	4.2%	?	?
14	36	0.6%	-25%	?
15	1	0.3%	10%	-7%
16	-27	3.8%	-3%	2%
17	0	-0.1%	-14%	3%
18	-13	-0.6%	-3%	-5%
19	15	2.2%	-18%	7%
20	?	6.3%	-29%	-16%

2 entries picked at random from the list so far:
item	SMILES	A549 viability	ATXN2 expr inh	HepG2 tox	ATXN viability	MCF10A rerep
7	O=C1c2ccccc2NC2(CCCCC2)N1N=C1CCCCC1	-4%	-7%	7%	i	7%
20	CCCCOc1ccc(N(CC(=O)NC(C)(C)C)C(=O)CCC(=O)Nc2nccs2)cc1	-3%	·	-8%	?	18%

item	IL1B secr inh	Nrf2 activator	TGFb inhibitor	Nrf2 inh
7	-8	0.3%	3%	-19%
20	?	6.3%	-29%	-16%

Further compounds follow:
item	SMILES	A549 viability	ATXN2 expr inh	HepG2 tox	ATXN viability	MCF10A rerep
21	Cc1ccc(S(=O)(=O)NCC(=O)OCC(=O)c2ccc(Cl)s2)cc1	1%	-6%	2%	i	-1%
22	Cc1cc(OCC(=O)NCCN2CCOCC2)c2c(C)c(C)c(=O)oc2c1	2%	0%	2%	i	-4%
23	O=C(c1cccc(S(=O)(=O)N2CCN(c3ccccc3)CC2)c1)N1CCCCCCC1	4%	-9%	4%	i	-5%
24	CCOc1ccccc1OCC(=O)Nc1nnc(C)s1	-14%	27%	0%	i	?
25	CCN1CCN(S(=O)(=O)c2cccs2)CC1	-5%	4%	-7%	i	1%
26	CC(=O)Nc1ccc2nc(-c3cc(C)ccc3C)[nH]c2c1	0%	2%	-9%	?	·
27	Cn1c(-c2ccccc2)cc(=NNS(C)(=O)=O)c2cc(S(=O)(=O)O)ccc21	·	·	-6%	?	·
28	O=C1CC(c2ccccc2)=NN1c1ccc([N+](=O)[O-])cc1	?	?	-48%	21µM*	3%
29	COc1ccc(OC)c(C(O)CNC(=O)CN)c1 (stereo not given)	1%	-4%&7%	-37%	i	23%
30	COc1ccccc1NC(=O)C1CCCN1C(=O)Nc1ccc(F)cc1 (stereo not given)	-3%	4%	-15%	i	3%

item	IL1B secr inh	Nrf2 activator	TGFb inhibitor	Nrf2 inh
21	20	2.0%	1%	3%
22	?	-0.1%	9%	?
23	-14	0.4%	?	?
24	-58*	2.0%	-4%	-10%
25	-1	-0.1%	-7%	0%
26	·	4.5%	-6%	27%
27	4	0.0%	0%	·
28	-63*	4.3%	?	-13%
29	-18	0.0%	39%[activator]	-18%
30	3	0.5%	2%	-6%

(list continues)
item	SMILES	A549 viability	ATXN2 expr inh	HepG2 tox	ATXN viability	MCF10A rerep
31	O=C(CSc1nnc(CNC(=O)c2ccc(F)cc2)o1)NCc1ccccc1	-4%	-2%	-8%	i	-1%
32	CCCc1cc(-c2nc(-c3ccc(Br)cc3)cs2)ccn1	-4%	25%	-28%	i	?
33	CC(C)(C)NC(=O)NC(=O)Cn1ccsc1=N	-3%	-9%	0%	i	-1%
34	Cc1cc(C)cc(NC(=S)NCc2ccc3[nH]c4c(c3c2)CCCC4)c1	-11%	5%	-51%	?	?
35	CN(C)CCNC(=O)c1ccc(Cl)c2cc3ccccc3nc12	?	8.9µM*	-19%	?	12%
36	COc1ccccc1OCC(=O)Sc1ccc(C)cc1	7%	1%	-52%	i	-1%
37	O=c1oc2ccccc2cc1-c1cn2ccccc2n1	-24%	?	-43%	i	?
38	Cn1cc(/C=C2/SC(=O)N(CC(=O)Nc3ccc4c(c3)OCO4)C2=O)c2ccccc21	?	?	-4%	?	5%
39	Cc1ccc(N(CC(=O)NC2CC2)S(=O)(=O)c2ccccc2)c(C)c1	6%	5%	3%	i	-1%
40	Cc1ccc(S(=O)(=O)NCCN=Cc2ccc(N(C)C)cc2)cc1	?	-1%	-15%	?	-2%

item	IL1B secr inh	Nrf2 activator	TGFb inhibitor	Nrf2 inh
31	14	0.2%	-7%	0%
32	14	0.2%	?	6%
33	3	0.1%	6%	14%
34	?	-2.6%	?	?
35	-112*	-2.3%	3.5µM*	18µM*
36	-16	13%	2%	7%
37	27	11%	9%	·
38	?	-0.9%	-4%	?
39	10	0.5%	-1%	3%
40	8	0.2%	-12%	?

(next part)
item	SMILES	A549 viability	ATXN2 expr inh	HepG2 tox	ATXN viability	MCF10A rerep
41	COc1ccc(S(=O)(=O)Nc2cc3c4c(c2)CC(=O)N4CCC3)cc1C	0%	-1%	-21%	i	11%
42	CC(C)n1c(CN2CCN(Cc3ccccc3)CC2)nc2ccccc21	5%	-6%	17%	i	-3%
43	Cc1cccc(NC(=O)C2CCCN(S(=O)(=O)c3cccc4nsnc34)C2)n1 (stereo not given)	0%	-1%	-31%	i	-2%
44	N/C(=N\OC(=O)c1ccccc1F)c1cccc([N+](=O)[O-])c1	0%	·	4%	i	9%
45	COc1cc(C(CCN2CCCC2)c2c(OC)cc(OC)c3c2OC(=O)CC3c2ccc(N(C)C)cc2)cc(OC)c1OC (stereo not given)	-5%	·	9%	·	·
46	CC(=O)N(C)c1ccc(OCC(O)COc2ccc(N(C)C(C)=O)cc2)cc1	5%	15%	-2%	i	0%
47	O=C(Cn1c(=O)sc2ccccc21)Nc1ccc(O)cc1	-3%	11%	-2%	i	14%
48	COc1ccc(C(C)=O)cc1Cn1cnc2c(cnn2C)c1=O	-2%	-1%	0%	i	-4%

item	IL1B secr inh	Nrf2 activator	TGFb inhibitor	Nrf2 inh
41	19	2.1%	15%	-17%
42	-10	-0.1%	9%	2%
43	22	0.4%	-28%	-2%
44	6	?	-5%	?
45	·	·	-12%	3%
46	25	0.2%	4%	19%
47	-1	0.5%	12%	19%
48	-15	0.3%	-3%	1%

Sorted by value in TGFb inhibitor (low to high): three from the list above.
nr	compound	IL1B secr inh	TGFb inhibitor
45	COc1cc(C(CCN2CCCC2)c2c(OC)cc(OC)c3c2OC(=O)CC3c2ccc(N(C)C)cc2)cc(OC)c1OC (stereo not given)	·	-12%
44	N/C(=N\OC(=O)c1ccccc1F)c1cccc([N+](=O)[O-])c1	6	-5%
47	O=C(Cn1c(=O)sc2ccccc21)Nc1ccc(O)cc1	-1	12%
